# MITF primary: inhibitors of human MITF; inhibition, % at 2.6 µM; AlphaScreen MITF homodimerization, bead proximity signal; AID 1259374; 650,000 compounds, 0.91% hits; O75030; in the data active = inhibition above about 50%;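 also: 0% = vehicle wells with protein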
# Target sequence (O75030 whole entry, looked up): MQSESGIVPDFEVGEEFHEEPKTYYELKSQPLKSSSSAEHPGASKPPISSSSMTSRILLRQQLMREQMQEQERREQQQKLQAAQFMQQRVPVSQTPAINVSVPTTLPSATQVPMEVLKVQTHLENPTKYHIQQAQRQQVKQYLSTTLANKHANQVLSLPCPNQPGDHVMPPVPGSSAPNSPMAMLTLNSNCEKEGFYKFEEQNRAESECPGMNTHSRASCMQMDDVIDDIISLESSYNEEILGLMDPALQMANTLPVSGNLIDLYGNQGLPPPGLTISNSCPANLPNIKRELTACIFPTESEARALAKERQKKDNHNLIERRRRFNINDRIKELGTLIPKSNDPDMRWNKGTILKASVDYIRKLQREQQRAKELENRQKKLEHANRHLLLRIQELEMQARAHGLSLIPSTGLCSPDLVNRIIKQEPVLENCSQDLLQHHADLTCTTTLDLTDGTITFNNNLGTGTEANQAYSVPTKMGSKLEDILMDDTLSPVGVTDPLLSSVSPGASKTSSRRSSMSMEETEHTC
# TEAD-YAP inh: TEAD-YAP interaction inhibition | HEK-TIYL cells, TEAD-Gal4/YAP UAS-luciferase luminescence | 640,000 compounds, 1.4% hits | AID 1259422 | inhibition, % at 9.12 µM; in the data active = inhibition above about 32%;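 also: 0% = median of test compound wells and 100% = reference inhibitor wells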
# GPR151 activ: activates the human receptor GPR151 | Q8TDV0 | PathHunter beta-arrestin GPR151 cells, luminescence | activation, % at 11.2 µM | 650,000 compounds, 1% hits | AID 1508602; in the data active = activation above about 4.9%;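 also: 0% = median of compound wells and 100% = cells with positive control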
# Target sequence (Q8TDV0 whole entry, looked up): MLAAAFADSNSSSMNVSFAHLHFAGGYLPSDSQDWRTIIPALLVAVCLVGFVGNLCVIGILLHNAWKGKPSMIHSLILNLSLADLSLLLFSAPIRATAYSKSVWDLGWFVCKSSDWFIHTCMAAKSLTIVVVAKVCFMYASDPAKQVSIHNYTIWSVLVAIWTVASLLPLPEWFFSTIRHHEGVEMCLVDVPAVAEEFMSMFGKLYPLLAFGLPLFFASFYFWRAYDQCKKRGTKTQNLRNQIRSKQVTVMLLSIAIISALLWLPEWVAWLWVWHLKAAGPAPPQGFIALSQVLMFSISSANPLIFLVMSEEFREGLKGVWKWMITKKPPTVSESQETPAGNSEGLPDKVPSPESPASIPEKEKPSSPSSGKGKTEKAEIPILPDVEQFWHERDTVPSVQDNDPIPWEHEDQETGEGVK
# FBW7 act: activators of human E3 ligase FBW7; Q969H0; AlphaScreen FBW7–phospho-cyclin E peptide binding, activator screen; normalized activity (activation), % at 26.1 µM; 650,000 compounds, 0.13% hits; AID 1259310; in the data active = normalized activity above about 1.9%;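 also: purified mutant Fbw7 with reduced substrate affinity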
# * marks the source's active call; other numbers are inactive results; . = not tested or not shown. Outcome played no part in choosing rows; 3.5% or so of the library scored in one or more.
SMILES,MITF primary,TEAD-YAP inh,GPR151 activ,FBW7 act
CCc1nn(CC(N)=O)c(=O)c2cc3oc(C)cc3n12,-10,4,-1.2,0.5
CC/C=C\C[C@H](O)/C=C/C=C\CCCCCCCC(=O)O,-24,.,0.3,.
CCOC(=O)C1=C(O)/C(=C/c2ccc(O)c(OC)c2)SC1=Nc1ccc(C)cc1,17,4,0.7,0.8
CC(C)CNS(=O)(=O)c1ccc(S(=O)(=O)N2CCN(c3ccccc3)CC2)cc1,1,4,3.0,0.1
O=C(O)COc1c(Cl)cc(Cl)cc1Cl,-8,2,1.1,-0.1
O=C(CSc1nc(-c2ccccc2)nc2c1CCCC2)c1ccc(F)cc1,-8,0,-0.7,0.0
O=C(c1ccsc1)N1CCCC(N2CCOCC2)C1 (stereo not drawn),2,-4,-0.5,0.1
C=CCOc1cccc(C(=O)Nc2ccccc2Br)c1,17,-14,-0.6,0.0
COc1cccc(CN2CCc3c(nc(N4CCCCC4C)[nH]c3=O)C2)c1 (stereo not drawn),3,-4,-0.1,-0.2
CCOc1ccc2nc(NC(=O)c3cc(Br)ccc3Cl)sc2c1,5,-6,-0.1,-0.6
CCN(CC)S(=O)(=O)c1cc(C(=O)NC2=NCCS2)ccc1Cl,1,-11,0.7,0.0
S=c1nc(-c2ccccc2)oc2c1CCCC2,-3,-13,-0.4,-0.2
Cc1cc2nc(C3CCN(CC(=O)N4CCCCCC4)CC3)[nH]c2cc1C,-14,-9,-0.3,0.0
CC1Cc2ccccc2N1C(=O)CSc1nnnn1C1CCCC1 (stereo not drawn),-1,4,2.0,-0.3
CC1=CC(C)(C)N2C(=O)C(=O)c3cc(OC(=O)CN4C(=O)c5ccccc5C4=O)cc1c32,10,10,-2.2,0.9
Nc1nc(NCc2ccccc2)cc(N2CCCC2CO)n1 (stereo not drawn),-8,45*,1.3,0.6
O=C(O)c1[nH]c2ccccc2c1CC(=O)N1CCN(C(=O)c2ccco2)CC1,-7,9,1.3,0.1
CC1=C(C(=O)N2CCCCC2)C(c2ccc(F)cc2)n2c(nc3ccccc32)N1 (stereo not drawn),-3,5,-0.7,0.4
CCn1c(/C=C2\C(=O)Nc3ccc(Br)cc32)nc2ccccc2c1=O,7,-2,1.0,-0.1
Cc1cccc(C2=N/C(=C\c3cccc(Cl)c3)C(=O)O2)c1,14,14,-1.0,0.1
COc1cccc(CNC(=O)c2ccc3c(c2)N(C)CCS3)c1,14,-2,-1.5,1.0
O=C1NC(=O)N(Cc2ccco2)C(=O)/C1=C\c1ccc(-c2ccc(C(=O)O)cc2)o1,52*,-2,-1.0,-0.1
CCOc1ccc(-c2nc3c(c(CC)nn3-c3ccccc3)c3cc(OC)c(OC)cc23)cc1,0,6,-0.4,0.1
Cc1nc2c(-c3ccccc3)c(C)nn2c(C)c1CC(=O)NC(C)c1ccccc1 (stereo not drawn),12,4,-0.7,0.0
CCCNC(=O)c1ccccc1NC(=O)c1ccc(OC)cc1,-15,3,2.9,0.1

# (list continues)
SMILES,MITF primary,TEAD-YAP inh,GPR151 activ,FBW7 act
Cc1cccc(C(=O)Nc2cc(C)on2)c1,-12,-29,-1.5,0.0
N#Cc1cc(Cl)ccc1OCc1ccccc1,3,-59,-0.7,0.2
O=C(c1cccc(Br)c1)N1c2ccccc2Sc2ccc(C(F)(F)F)cc21,-15,-1,2.3,0.0
CCOc1cccc(CN2CCC(n3nccc3NC(=O)C(OC)c3ccccc3)CC2)c1 (stereo not drawn),11,13,0.7,0.3
OCn1nc(Cc2ccccc2)oc1=S,14,0,-0.7,0.3
CC(=O)c1cccc(-c2cccc(C(=O)NCCOc3ccccc3)n2)c1,14,1,1.8,0.3
CN(C)C(=O)[C@@H](O)CCNC(=O)c1ccc(Nc2ccc3[nH]ncc3c2)nc1,16,11,0.2,0.5
CCOC(=O)c1c(C)[nH]c(C2=NNC(=NC(C)COC)SC2)c1C (stereo not drawn),2,-11,-1.1,-0.3
C=CCc1cccc2cc(C(=O)Nc3ccc(F)cc3)c(=O)oc12,6,-16,-2.0,-0.2
CCCNc1ncnc2c1nc(-c1c(C)noc1C)n2C(C)C,-6,-7,-1.0,-0.1
c1cnc(Nc2nc(NC3CC3)c3ncn(C4CCCCC4)c3n2)nc1,5,-1,0.2,0.0
CCOC(=O)c1cc(C(C)C)sc1NC(=O)C1C2C=CC(C2)C1C(=O)O (stereo not drawn),-6,1,-0.2,0.1
COc1ccc(CSc2ccc(S(=O)(=O)N3CCc4ccccc43)cc2C(=O)NCc2cccc(Cl)c2)cc1,-3,-2,-2.4,0.7
Cc1ccc2c(c1)CN(CCC(=O)NCC(C)Oc1cccnc1)CC(C)O2 (stereo not drawn),1,7,4.2,0.3
Cc1cc([N+](=O)[O-])nn1Cc1ccc(Cl)c(Cl)c1,-9,5,4.2,-0.2
CCOc1ccc(-n2c(=S)sc3c(=O)n(-c4ccc(C)cc4)c(SCC(=O)c4ccc(F)cc4)nc32)cc1,16,0,1.2,0.0
O=C(O)Cc1ccc(Nc2nc3cc(Cl)c(Cl)cc3n3cnnc23)cc1,1,-6,0.2,0.0
CCn1c(SCC(=O)N(Cc2ccccc2)C(C)(C)C)nnc1-c1ccco1,-13,-4,1.4,0.2
COCCNC(=O)c1cccc([N+](=O)[O-])c1,6,7,0.9,0.0
COc1ccccc1C(=O)COC(=O)c1ccc(N(C)C)cc1,7,-42,-0.8,0.1
CC(C)(C)N1NC(=O)Nc2ccccc2C1=O,1,9,0.2,0.1
CCC(=O)Nc1sc2c(c1C(=O)OC)C(C(=O)OC)CC2 (stereo not drawn),5,3,2.0,-0.1
CCn1c(=S)[nH]c2nc3c(cc2c1=O)CCCC3,7,-14,1.4,0.0
O=C(/C=C/c1ccco1)C1(O)CCCCC1,11,5,0.1,0.0
CC(C)CS(=O)(=O)Nc1ccc2c(c1)N(C(=O)c1cccs1)CC2,6,-2,0.5,0.2

# A run of entries taken from the entries so far, for reference:
SMILES,MITF primary,TEAD-YAP inh,GPR151 activ,FBW7 act
CCOC(=O)c1cc(C(C)C)sc1NC(=O)C1C2C=CC(C2)C1C(=O)O (stereo not drawn),-6,1,-0.2,0.1
COc1ccc(CSc2ccc(S(=O)(=O)N3CCc4ccccc43)cc2C(=O)NCc2cccc(Cl)c2)cc1,-3,-2,-2.4,0.7
Cc1ccc2c(c1)CN(CCC(=O)NCC(C)Oc1cccnc1)CC(C)O2 (stereo not drawn),1,7,4.2,0.3
Cc1cc([N+](=O)[O-])nn1Cc1ccc(Cl)c(Cl)c1,-9,5,4.2,-0.2
CCOc1ccc(-n2c(=S)sc3c(=O)n(-c4ccc(C)cc4)c(SCC(=O)c4ccc(F)cc4)nc32)cc1,16,0,1.2,0.0
O=C(O)Cc1ccc(Nc2nc3cc(Cl)c(Cl)cc3n3cnnc23)cc1,1,-6,0.2,0.0
CCn1c(SCC(=O)N(Cc2ccccc2)C(C)(C)C)nnc1-c1ccco1,-13,-4,1.4,0.2
COCCNC(=O)c1cccc([N+](=O)[O-])c1,6,7,0.9,0.0
COc1ccccc1C(=O)COC(=O)c1ccc(N(C)C)cc1,7,-42,-0.8,0.1
CC(C)(C)N1NC(=O)Nc2ccccc2C1=O,1,9,0.2,0.1
CCC(=O)Nc1sc2c(c1C(=O)OC)C(C(=O)OC)CC2 (stereo not drawn),5,3,2.0,-0.1
CCn1c(=S)[nH]c2nc3c(cc2c1=O)CCCC3,7,-14,1.4,0.0

# Remaining list, next part
SMILES,MITF primary,TEAD-YAP inh,GPR151 activ,FBW7 act
COc1ccc(/C=N/Nc2nc(C)cc(=O)[nH]2)c(OC)c1,0,-5,0.0,-0.1
CCOc1ccc(N(CC)S(=O)(=O)c2cccc3nsnc23)cc1,-4,-8,-1.0,-0.3
CCc1ccc2c(c1)c1nnc(SCC(=O)NCc3ccco3)nc1n2C,-1,-4,-0.4,-0.2
CCOC(=O)c1ccc2ncc(C(=O)OCC)c(Nc3ccccc3OC)c2c1,6,8,0.9,0.0
CN(C)c1ccc(NC(=O)c2oc(=O)c3ccccc3c2-c2ccccc2)cc1,16,-7,1.2,-0.4
CC(=O)Nc1ccc(NC(=O)CCSc2ccccc2)cc1,-1,-6,-1.1,-0.1
COc1ccc(-c2nnc(Nc3ccc4c(c3)ncn4-c3ccc(OC)cc3)c3ccccc23)cc1,8,12,-1.0,0.8
O=C1C2C3CC(C(Br)C3Br)C2C(=O)N1C1CCCCC1 (stereo not drawn),-3,-5,0.7,0.2
C=CCNCCCCOc1cccc(OCC)c1,11,0,-0.4,0.0
CC1=C(C(=O)OCC2CCCO2)C(c2cccc3ccccc23)NC(=O)N1 (stereo not drawn),7,-7,-0.9,0.1
O=C(NC1CCCC1)c1cccc(N2CCCC2=O)c1,-2,-9,-1.9,-0.1
COc1ccc(C=Nc2cccc(C#N)c2)cc1O,8,4,-0.7,0.6
O=C(COc1ccc(Br)cc1CO)NCC(F)(F)F,-18,25,8.8*,-0.1
N#C/C(=C\c1c[nH]c2ccccc12)c1nc2ncc(Br)cc2[nH]1,3,-7,1.1,-0.1
CCOC(=O)C1=CN(C(C)C)C=C(C(=O)OCC)C1c1ccc(C(F)(F)F)cc1,6,12,-2.0,0.4
CCC(C)NC(=O)c1cc(-c2ccccc2O)on1 (stereo not drawn),-1,-61,-0.7,0.0
CC1CCN(c2ccc(NC(=O)c3ccccc3)cc2)CC1,-14,-11,-1.9,0.0
CCCC1=NN(c2ccccc2)C(=O)/C1=C/c1ccc(OCC(=O)O)c(OCC)c1,0,-3,0.3,0.0
CCCCC1=NN2C(=N)/C(=C/c3ccc(OCCOc4ccccc4OC)c(OCC)c3)C(=O)N=C2S1,-4,12,0.0,0.0
COc1ccc(C)cc1NC(=O)C(=O)NCCc1ccc(OC)c(OC)c1,9,-5,-0.3,-0.1
O=C(NC1CCCCCC1)c1ccc2c(=O)n(CCC3=CCCCC3)c(=S)[nH]c2c1,6,-8,-0.9,-0.1
COc1ccc(OC)c(C2C3=C(CC(C)(C)CC3=O)N(c3ccc(Cl)c(Cl)c3)C3=C2C(=O)CC(C)(C)C3)c1,-2,0,-1.1,0.0
CCC(=NCCc1c[nH]c2ccccc12)c1c(O)n(-c2cccc(F)c2)c(=O)[nH]c1=O,4,5,1.3,0.0
CCOc1ccc(C(c2sc3nc(C)nn3c2O)N2CCN(c3ccccc3)CC2)cc1 (stereo not drawn),4,6,-0.8,-0.1
Cc1c(C(=O)N2CCN(Cc3ccc4c(c3)OCO4)CC2)sc2ncnc(N3CCC(C)CC3)c12,12,2,-0.8,0.0

# (list continues)
SMILES,MITF primary,TEAD-YAP inh,GPR151 activ,FBW7 act
CN(c1cccc(NS(=O)(=O)c2cccc([N+](=O)[O-])c2)c1)S(C)(=O)=O,13,6,2.0,0.0
COc1cc(C2NC(=O)c3c(sc4c3CCN(C)C4)N2)cc(OC)c1OC (stereo not drawn),-1,-6,0.6,-0.1
COc1ccc(C(=O)NC(=S)Nc2sc3c(c2C(N)=O)CCCCCC3)cc1OC,-5,-1,-0.2,0.2
CCc1c(C(=O)N2CCN(c3cccc(Cl)c3)CC2)[nH]c(C)c1C(C)=O,-1,52*,4.3,-0.4
CC(=O)Nc1cccc(NC(=O)CSc2nc3ccc(C)cc3[nH]2)c1,6,-10,-0.4,0.0
N#CCN1CCN(CCC(=O)Nc2ccc(F)cc2)CC1,-11,2,0.1,0.1
CC(=O)Nc1nnc(-c2cccs2)s1,-10,-44,-2.1,-0.4
CCC(C)(C)NC(=O)c1ccc2c(c1)N(CC(=O)Nc1ccc(C)cc1)C(=O)C(C)(C)O2,5,2,2.0,0.0
O=C(CC1Nc2ccccc2NC1=O)NC1CCCC1 (stereo not drawn),13,-10,1.9,-0.1
Cc1cc(NC(=O)Nc2cccc([N+](=O)[O-])c2)no1,9,-1,0.5,0.1
Cc1oc2ccc(OC(=O)c3ccco3)cc2c1C(=O)OC(C)C,-1,-3,-1.9,-0.2
Fc1cccc(Cl)c1C1CC(c2cccnc2)Nc2nnnn21 (stereo not drawn),-9,-12,1.3,0.0
COc1cccc(OCCNC(=O)c2cc([N+](=O)[O-])cc([N+](=O)[O-])c2)c1,-1,1,0.1,-0.2
Cc1ccccc1Nc1cccccc1=O,17,-19,-0.8,0.0
CC(Oc1ccccc1)C(=O)Nc1ccc([N+](=O)[O-])cc1Br (stereo not drawn),4,-18,0.8,-0.3
COc1ccc(S(=O)(=O)NCCN2CCOC(c3ccccc3)C2)cc1 (stereo not drawn),13,16,-0.6,0.3
O=C(NCCCN1CCCC1=O)c1cccc(Nc2cnccn2)c1,-8,0,1.7,0.1
CCN1/C(=C2/SC(N(c3ccccc3)c3ccccc3)=NC2=O)Sc2ccc(Cl)cc21,7,13,1.1,0.1
CN(C)c1ccc(NC(=O)Cn2c(=O)oc3cc(Cl)ccc32)cc1,11,12,0.8,0.2
COC(=O)C1=CN(C(C)C)C=C(C(=O)OC)C1c1cccc(OC)c1,8,6,1.3,0.5
CCN1CCN(C(=O)c2cnc(N3CCN(c4ncccn4)CC3)c3ccccc23)CC1,5,7,0.3,-0.1
Cc1nccn1CCCNC(=O)CC1C(=O)NCCN1Cc1ccc(F)cc1Cl (stereo not drawn),-1,-6,-1.3,0.0
O=C1C(Cl)=C(Nc2ccc(Br)cc2)C(=O)c2ccccc21,4,-5,-0.2,0.0
CC1=C(C(=O)OCc2ccc3c(c2)OCO3)C(c2cccc(Cl)c2)NC(=O)N1 (stereo not drawn),-4,25,6.6*,0.1
CC(C)NC(=O)NC(=O)CSc1nnc(C(F)(F)F)n1C,13,2,-2.1,0.4
CCCOc1ccc(C(CC(=O)O)NS(=O)(=O)c2ccc(Cl)cc2)cc1 (stereo not drawn),11,1,-0.5,-0.2
COCCCNC(=O)c1cc2c(=O)n3ccccc3nc2n(CCN2CCOCC2)c1=N,1,5,-1.1,0.6

# Source: PubChem (The Scripps Research Institute Molecular Screening Center)
